# Measles CPE: compounds protecting cells from measles virus cytopathic effect, primary screen, measles RdRp inhibitor project, single point, MLSMR library, absorbance; protection (pct of control), % at 4 µM; Measles virus-infected cells, CPE protection; actives 1.5% (n = 140,000); in the data active = protection mostly above about 24%, no sharp cut-off; inactive = mostly below about 26%; also: some compounds called inactive have numbers as strong as hits
# NPY-Y2 antag: NPY-Y2 receptor antagonists, primary screen, cell-based; Neuropeptide Y receptor type 2 (Homo sapiens), P49146; NPY-Y2 expressing cells, antagonist mode; inhibition, % at 2.7 µM; actives 0.99% (n = 140,000); in the data active = inhibition above about 17%;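 also: 0% = vehicle with agonist challenge and 100% = reference antagonist with challenge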
# Target sequence (P49146 whole entry, looked up): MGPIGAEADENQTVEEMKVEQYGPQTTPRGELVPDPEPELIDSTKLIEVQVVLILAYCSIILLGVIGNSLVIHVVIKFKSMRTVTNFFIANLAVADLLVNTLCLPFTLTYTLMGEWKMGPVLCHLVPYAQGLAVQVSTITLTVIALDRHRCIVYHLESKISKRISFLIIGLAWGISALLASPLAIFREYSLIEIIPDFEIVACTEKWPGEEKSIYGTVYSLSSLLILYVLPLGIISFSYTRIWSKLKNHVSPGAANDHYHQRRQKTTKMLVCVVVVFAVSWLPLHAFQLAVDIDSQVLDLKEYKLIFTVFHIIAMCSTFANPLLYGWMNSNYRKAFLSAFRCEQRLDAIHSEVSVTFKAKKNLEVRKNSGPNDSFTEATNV
# Yeast life ext: compounds extending yeast replicative lifespan, primary screen, S. cerevisiae, OD615 | S. cerevisiae growth with nicotinamide; deaD strain in restrictive glucose medium | inhibition of the nicotinamide effect, % at 10 µM | actives 0.68% (n = 130,000);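 active = inhibition above a set limit, placed 3 SD over the median of all compounds, cut at about 26% in these data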;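 also: 0% = nicotinamide-treated wells and 100% = cells grown without nicotinamide; some compounds called inactive have numbers as strong as hits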
#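 Test system: DeaD-strain S. cerevisiae / Buffer or medium: restrictive glucose medium / Also added: nicotinamide 1.5 mM / Doses: one concentration, 10 µM, DMSO 0.25% / Schedule: 48 h at 30 °C / Signal: OD615 measurement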
# HCT116 bCat-KO: primary screen for growth suppressors in beta-catenin knockout HCT116 cells (colon tumor, human). HCT116 beta-catenin knockout viability, CellTiter-Glo, 60 h; stronger effect = lower value. viability, % at 10 µM. actives 1.5% (n = 140,000). AID 818, 2007;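 active = viability at or under a set limit, the compound median less 4 SD, cut at about 6% in these data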;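 also: 0% = Hyamine 1622 control at 20 µM and 100% = untreated cell control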
# PTEN del growth: growth suppression of PTEN-null HCT116, primary screen, cell-based, CellTiter-Glo; HCT116 PTEN-null viability, 60 h; stronger effect = lower value; viability, % at 10 µM; actives 1.2% (n = 140,000);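 active = viability at or below a set limit, 4 SD under the median of all tested compounds, cut at about 3.7% in these data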;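 also: PTEN knockout HCT116 line with beta catenin targeted HCT116 as companion control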
# E-sel TNF inh: E-selectin induction blockers in HUVEC – imaging, immunofluorescence, high content, primary screen; AID 1246, 2008; inhibition, % at 2 µM; HUVEC TNFa-induced E-selectin immunofluorescence; actives 0.71% (n = 120,000);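 active = inhibition above the batch mean plus 3 SD, and confirmed as a hit on visual image review, cut at about 43% in these data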;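 also: 0% = TNF-stimulated DMSO wells and 100% = unstimulated control wells; not every result past the cut was called active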
# GALR2 blocker: GALR2 antagonists in receptor-expressing cells, primary screen | antagonist mode | Galanin receptor type 2 (Homo sapiens), O43603 | actives 0.39% (n = 140,000) | inhibition, % at 4 µM; in the data active = inhibition above about 27%;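 also: cells stimulated with galanin 1-16 at roughly its EC80; 0% = agonist challenge control and 100% = basal control without agonist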
# Target sequence (O43603 whole entry, looked up): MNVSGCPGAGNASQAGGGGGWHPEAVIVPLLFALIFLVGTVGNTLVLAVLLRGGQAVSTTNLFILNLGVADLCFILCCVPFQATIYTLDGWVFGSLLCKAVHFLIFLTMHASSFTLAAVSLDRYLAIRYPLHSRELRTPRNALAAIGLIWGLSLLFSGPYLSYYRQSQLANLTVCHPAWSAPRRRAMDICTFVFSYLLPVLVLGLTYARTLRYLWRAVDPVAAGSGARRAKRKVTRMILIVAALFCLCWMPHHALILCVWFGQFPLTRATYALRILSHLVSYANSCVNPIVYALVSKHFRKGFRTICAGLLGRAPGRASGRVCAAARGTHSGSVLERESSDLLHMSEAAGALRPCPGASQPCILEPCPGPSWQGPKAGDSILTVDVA
# MRP1 act: H69AR viability gain despite doxorubicin, primary screen, MRP-1 activator project, H69AR cells, CellTiter-Glo; actives 0.61% (n = 140,000); viability rescue; viability increase, % at 10 µM;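 active = viability gain under doxorubicin at or above a set limit, the compound median plus 3 SD, cut at about 4.7% in these data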;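 also: MRP-1 overexpressing cells given doxorubicin 25 µM after compound pretreatment; 18-22 h compound pretreatment then 72 h with doxorubicin before readout; 0% = doxorubicin-only wells and 100% = vehicle-treated cells without doxorubicin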
# BB579 growth dn: growth inhibitors of yeast BB579 in restrictive medium, primary screen, yeast lifespan-shortening project, S. cerevisiae | inhibition, % at 10 µM | actives 0.51% (n = 140,000) | OD615, 48 h;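 active = inhibition above a set limit, 3 SD over the mean compound inhibition, cut at about 44% in these data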; also: inactives centre near -24
#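 System: DeaD yeast strain BB579; buffer or medium: CSMM-D dextrose restrictive medium; technique: OD at 615 nm; schedule: 4 h cell preincubation, 48 h compound exposure, 30 °C humidified; doses: single 10 µM dose; controls: amphotericin B 10 µg/mL, positive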
# Phagocytosis inh: inhibitors of macrophage phagocytosis, primary screen, imaging, J774A.1 cells, IgG beads. J774A.1 macrophage IgG-bead phagocytosis. inhibition, % at 5 µM. actives 0.07% (n = 110,000);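 active = inhibition above the mean of the plate negative controls plus 5 SD, cut at about 13% in these data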;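 also: phagocytic index as fraction of beads internalized from green versus red external bead signal; plate controls were DMSO negative control for no effect and cytochalasin-D positive control for full effect; some results beyond the cut were filed as inactive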
# * = called active by the depositor; · = no result given.
SMILES,Measles CPE,NPY-Y2 antag,Yeast life ext,HCT116 bCat-KO,PTEN del growth,E-sel TNF inh,GALR2 blocker,MRP1 act,BB579 growth dn,Phagocytosis inh
CCOc1cc(NC(=S)Nc2cccc(OC)c2)c(OCC)cc1NC(=O)c1ccc(C)cc1,19.2,2.1,-27.3,100.5,95.1,-27.1,-0.6,-1.8,-28.5,·
CC(=O)Cc1nsc(NC(=O)c2ccco2)n1,16.7,1.5,-11.6,97.3,105.2,-32.5,1.8,-1.0,-61.0,0.8
Cc1[nH]c2ccccc2c1CN1CCc2ccccc2C1,13.3,0.0,25.2,2.2*,2.7*,3.6,2.6,-2.1,-57.4,-0.2
C=CCSC1=N/C(=C\c2cc(OCC)c(OC(C)=O)c([N+](=O)[O-])c2)C(=O)S1,7.1,-2.2,-0.1,90.1,102.2,·,7.3,-4.2,-25.6,0.8
Cc1ccc(C(=O)N/C(=C\c2ccc(-c3cc(Cl)ccc3Cl)o2)C(=O)NCc2cccnc2)cc1,3.4,10.5,-7.0,32.8,25.8,-17.3,2.9,-0.7,-54.8,·
Cn1c(SCC(=O)Nc2nccs2)nnc1-c1ccco1,19.2,-1.0,·,80.9,103.2,1.5,6.1,0.0,-24.0,·
COc1ccc(-c2coc3cc(O)ccc3c2=O)cc1OC,14.5,-0.7,-12.5,91.4,83.4,·,-17.0,-2.8,-42.8,-3.0
COc1nc2ccccc2c(=O)n1OCC(C)C,7.5,4.1,-10.9,97.1,105.1,1.7,-10.8,1.1,-55.8,-0.3
O=C(Nc1ccc2c(c1)OCO2)C1CCCCN1S(=O)(=O)c1ccccc1 (stereo not given),42.8,3.3,4.4,85.0,100.0,16.4,2.7,-1.6,-46.9,0.3
Cc1ccc(NC(=O)CC2C(=O)OCC3CCCCN32)cc1Cl (stereo not given),10.9,4.5,6.0,96.5,100.3,·,-1.0,-0.6,-35.7,-3.6
COc1cccc2cc(/C(C)=N/Nc3nc(-c4cc(C)ccc4C)cs3)c(=O)oc12,10.6,0.3,-7.0,103.3,100.1,-5.2,-2.6,0.8,-52.0,-0.5
O=C(COc1cccc2c1CCN(Cc1ccccc1)C2=O)NCc1ccco1,6.8,2.8,9.5,90.9,84.7,·,9.4,-1.3,-38.9,-14.5
Cc1sc2ncnc(SCC(=O)c3cccs3)c2c1C,5.7,10.0,-13.7,103.2,86.8,4.3,-4.1,-0.6,-52.0,-0.9
CCn1c(SCc2nc3ccccc3c(=O)[nH]2)nnc1-c1ccncc1,17.5,-0.8,-8.1,101.2,113.6,10.7,6.2,0.6,-40.9,-0.8
CC(NCCC(c1ccccc1)c1ccccc1)c1ccccc1 (stereo not given),14.7,11.8,-0.6,1.9*,4.0,-13.5,-0.7,-4.9,-18.0,·
O=C(O)c1cc(-c2ccco2)nc2ccccc12,4.2,2.0,-10.0,96.7,107.3,-16.9,1.9,-0.3,-13.1,-0.7
CN(C)C(C)(C)C#CCC(c1ccccc1)c1ccccc1,3.6,10.0,1.4,72.5,85.5,·,10.3,-4.1,-34.5,·
O=C(CN1C(=O)CCC1=O)Nc1nc(-c2cccs2)cs1,5.7,2.0,-2.1,97.8,98.0,-4.4,5.9,-2.1,-33.9,-1.0
CCOC(=O)c1cnc2ccc(C(=O)OC)cc2c1NCCc1ccc(OC)c(OC)c1,3.9,8.3,-1.1,86.2,96.1,26.3,-7.0,-2.0,-9.7,0.6
O=C(Nc1ccc(Cl)cc1)N1CCCN(Cc2ccc(F)cc2)C1,4.9,0.5,-18.3,0.6*,0.7*,15.0,-12.7,-4.1,9.5,-1.6
CS(=O)(=O)N(CC(=O)NC1CCCCC1)c1cccc(Cl)c1,4.8,0.6,-0.7,87.3,90.8,-41.2,7.0,-0.8,-33.8,-0.2
O=C(CN1C(=O)c2ccccc2C1=O)Nc1cccc2cccnc12,1.4,5.1,1.1,95.2,89.8,-3.3,-2.3,-1.8,-7.3,-0.6
CCS(=O)(=O)N1CCN(C2CCC(C)CC2)CC1 (stereo not given),3.0,-0.1,-4.1,86.6,95.6,-13.2,-5.3,-1.3,-25.8,-0.4
OCC(CO)(CO)N=Cc1c(O)ccc2ccccc12,8.3,-1.1,37.8,89.0,96.2,·,14.1,0.9,-32.2,0.2

# Record cards (already shown). Order of values: Measles CPE	NPY-Y2 antag	Yeast life ext	HCT116 bCat-KO	PTEN del growth	E-sel TNF inh	GALR2 blocker	MRP1 act	BB579 growth dn	Phagocytosis inh
# `CCS(=O)(=O)N1CCN(C2CCC(C)CC2)CC1` (stereo not given) is listed with 3.0	-0.1	-4.1	86.6	95.6	-13.2	-5.3	-1.3	-25.8	-0.4
# `Cc1sc2ncnc(SCC(=O)c3cccs3)c2c1C` is listed with 5.7	10.0	-13.7	103.2	86.8	4.3	-4.1	-0.6	-52.0	-0.9
# `O=C(CN1C(=O)c2ccccc2C1=O)Nc1cccc2cccnc12` is listed with 1.4	5.1	1.1	95.2	89.8	-3.3	-2.3	-1.8	-7.3	-0.6
# `O=C(Nc1ccc(Cl)cc1)N1CCCN(Cc2ccc(F)cc2)C1` is listed with 4.9	0.5	-18.3	0.6*	0.7*	15.0	-12.7	-4.1	9.5	-1.6

# Next records:
SMILES,Measles CPE,NPY-Y2 antag,Yeast life ext,HCT116 bCat-KO,PTEN del growth,E-sel TNF inh,GALR2 blocker,MRP1 act,BB579 growth dn,Phagocytosis inh
COc1ccc(CCNc2nc(-c3ccco3)cc(C(F)(F)F)n2)cc1OC,14.0,7.3,-7.6,88.3,94.0,·,1.8,-2.2,13.8,·
O=C(O)CCC(=O)NCc1ccc(C(=O)O)cc1,12.0,1.5,1.8,107.3,98.7,-4.7,-2.5,0.4,-32.8,0.4
Cc1ccc(NNC(=S)Nc2ccc(C(C)C)cc2)c(C)c1,33.9,15.6,-4.7,81.8,73.4,·,-2.8,-3.7,-16.7,-7.0
Cc1nnc(-c2cccc(Br)c2)c2cn(-c3cccc(Br)c3)nc12,16.8,15.2,2.0,64.4,44.0,-32.5,3.2,-2.2,-9.9,-2.9
Cc1ccc(S(=O)(=O)/N=C(/c2ccc(F)cc2)N2CCCCC2)cc1,6.4,4.2,-6.7,83.8,88.7,1.6,-3.2,-1.9,-2.6,-3.2
COc1ccc(NC(=O)C2Cc3ccccc3CN2C(=O)c2ccccc2)cn1 (stereo not given),15.3,6.0,-6.1,100.2,98.4,·,-5.3,-0.2,-15.9,-1.1
CCOc1ccc(S(=O)(=O)NNC(=S)Nc2ccc(Br)cc2)cc1,7.9,5.8,1.7,89.4,98.6,6.9,3.4,-0.5,-8.5,-2.2
O=C(c1ccc(N2CCCC2=O)cc1)N1CCCCCC1,21.5,0.8,-8.7,84.7,91.8,·,-12.9,-0.2,-10.7,·
COC(=O)c1cc(Br)c(=O)n(CCc2ccc(F)cc2)c1,5.4,3.1,-10.4,92.1,90.0,-10.2,-15.7,-2.9,-64.4,-1.1
Cc1ccc(N=CC2=C(O)CC(c3cccc(Cl)c3)CC2=O)cc1 (stereo not given),2.5,2.6,7.6,89.7,88.8,·,6.1,-1.2,-35.9,-12.8
CC(=O)N1CCN(c2nc(C)nc3sc4c(c23)CCC(C)C4)CC1 (stereo not given),6.1,1.4,-1.1,81.4,80.8,-0.9,-15.1,-2.8,-29.3,·
COc1ccc2c3c(c(=O)oc2c1OCC(=O)O)CCCC3,12.2,2.1,-2.7,95.3,108.7,-5.1,0.3,0.2,8.1,4.3

# Taken from the listing for reference:
SMILES,Measles CPE,NPY-Y2 antag,Yeast life ext,HCT116 bCat-KO,PTEN del growth,E-sel TNF inh,GALR2 blocker,MRP1 act,BB579 growth dn,Phagocytosis inh
O=C(c1ccc(N2CCCC2=O)cc1)N1CCCCCC1,21.5,0.8,-8.7,84.7,91.8,·,-12.9,-0.2,-10.7,·
COC(=O)c1cc(Br)c(=O)n(CCc2ccc(F)cc2)c1,5.4,3.1,-10.4,92.1,90.0,-10.2,-15.7,-2.9,-64.4,-1.1
Cc1ccc(N=CC2=C(O)CC(c3cccc(Cl)c3)CC2=O)cc1 (stereo not given),2.5,2.6,7.6,89.7,88.8,·,6.1,-1.2,-35.9,-12.8
CC(=O)N1CCN(c2nc(C)nc3sc4c(c23)CCC(C)C4)CC1 (stereo not given),6.1,1.4,-1.1,81.4,80.8,-0.9,-15.1,-2.8,-29.3,·
COc1ccc2c3c(c(=O)oc2c1OCC(=O)O)CCCC3,12.2,2.1,-2.7,95.3,108.7,-5.1,0.3,0.2,8.1,4.3

# Remaining list, next part.
SMILES,Measles CPE,NPY-Y2 antag,Yeast life ext,HCT116 bCat-KO,PTEN del growth,E-sel TNF inh,GALR2 blocker,MRP1 act,BB579 growth dn,Phagocytosis inh
Cc1ccc(C(=O)NC(=S)Nc2ccc(NC(=O)c3cccc(Cl)c3)cc2)cc1,12.7,-1.3,7.8,51.2,47.9,-22.0,-1.9,-2.4,-49.4,-4.1
O=C(NCC1CCCO1)c1c(O)c2ccccc2[nH]c1=O (stereo not given),4.5,2.4,56.7*,104.1,103.9,8.1,5.7,2.1,-17.9,0.8
Cc1ccc(Sc2ncccc2COC(=O)Nc2c(C)cccc2C)cc1,7.8,5.1,-15.9,94.3,71.2,-38.0,8.3,-1.9,-54.6,-2.2
Cc1ccc(NC(=O)/C=C/c2ccc([N+](=O)[O-])s2)cc1,2.3,1.5,3.6,8.5,3.9,·,20.0,-4.5,-44.5,1.5
CN(C)c1ccc(C(c2nnnn2CCOC(=O)Nc2ccc(Cl)cc2)N2CCOCC2)cc1 (stereo not given),5.0,7.5,-19.3,80.1,76.0,25.1,-4.1,-3.8,-29.9,-0.9
CC(NC(=O)CCCOc1ccc(Cl)cc1)c1ccccc1 (stereo not given),3.0,9.1,5.6,88.6,96.4,1.7,5.2,2.5,-42.6,-3.3
Cc1ccc(C(=O)Nc2nc3ccccc3s2)s1,4.7,2.6,-21.7,93.3,99.2,-46.1,13.6,-1.6,-20.7,5.1
COc1ccc(-n2c(Cc3cccn3C)nnc2SCC(=O)Nc2cccc(OC)c2)cc1,13.0,-1.3,-4.0,97.0,82.6,·,4.1,-1.7,2.7,-0.4
Cc1cc(C)nc(NS(=O)(=O)c2ccc(NC(=O)CN3C(=O)S/C(=C\c4ccccc4)C3=O)cc2)n1,26.8,0.0,-0.2,95.7,100.2,·,9.6,0.7,-18.0,1.9
CC(C)NC(=O)c1cccc(Br)c1,2.3,3.2,-4.8,99.2,100.3,2.0,-5.6,-0.1,-28.0,·
COc1ccc(OC)c(NC(=O)c2c(NC(=O)c3ccco3)sc3c2CCC3)c1,3.2,-0.1,-9.6,85.6,91.5,16.4,10.1,-1.3,-25.8,-0.2
COc1cccc(OC)c1C(=O)Nc1ccc(Cc2ccncc2)cc1,22.8,0.4,4.0,88.6,90.5,·,-4.9,0.3,-13.4,-3.3

# Screening results deposited in PubChem by several laboratories.
